Compound activity as filed in PubChem.
Anesthetic bind = binds horse apoferritin like a general anesthetic | apoferritin/1-aminoanthracene competitive binding, fluorescence | actives 0.074% (n = 350,000) | AID 485281 | Potency, µM (titrated, usually from 77.5 µM), for the others: at the top dose activity change, negative = displacement, usual class: inhibitors | P02791; note: % is set by controls: 0 for no effect and ±100 for the full control effect; nearly all actives have a fitted effect of over 20% in size
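Horse-spleen apoferritin (10 uM) in 50% saturated 1-aminoanthracene in PBS was incubated 10 min at room temperature with compound. Fluorescence (ex 380, em 535 nm) was normalized to free and bound 1-AMA, with concentration-response fitted by a four-parameter Hill equation.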
POLH inh = DNA polymerase eta (human) inhibition; recombinant Pol eta, fluorescent DNA replication assay; actives 1.2% (n = 390,000); Q9Y253; Potency, µM (titrated, usually from 114 µM), for inactives: at the top dose activity change, negative = inhibition, hits mostly inhibitors; note: % is set by controls: 0 for no effect and ±100 for the full control effect
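Pol eta (10 nM) was preincubated with compounds for 15 min at room temperature, after which fluorescent replication substrate (50 nM final) was added to start the reaction. Fluorescence was read kinetically at 0 and 10 min.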
BLM helicase inh = Bloom syndrome helicase (human) inhibition. P54132. Potency, µM (series often up to 56.1 µM), for the others: top-dose activity change, negative = inhibition, actives largely listed as inhibitors. actives 0.2% (n = 350,000). recombinant BLM DNA unwinding, fluorescence dequenching. AID 2528;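 note: plate controls were vehicle for no effect and no enzyme for full effect; nearly all actives have a fitted effect of over 35% in size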
Target sequence (P54132 whole entry, looked up): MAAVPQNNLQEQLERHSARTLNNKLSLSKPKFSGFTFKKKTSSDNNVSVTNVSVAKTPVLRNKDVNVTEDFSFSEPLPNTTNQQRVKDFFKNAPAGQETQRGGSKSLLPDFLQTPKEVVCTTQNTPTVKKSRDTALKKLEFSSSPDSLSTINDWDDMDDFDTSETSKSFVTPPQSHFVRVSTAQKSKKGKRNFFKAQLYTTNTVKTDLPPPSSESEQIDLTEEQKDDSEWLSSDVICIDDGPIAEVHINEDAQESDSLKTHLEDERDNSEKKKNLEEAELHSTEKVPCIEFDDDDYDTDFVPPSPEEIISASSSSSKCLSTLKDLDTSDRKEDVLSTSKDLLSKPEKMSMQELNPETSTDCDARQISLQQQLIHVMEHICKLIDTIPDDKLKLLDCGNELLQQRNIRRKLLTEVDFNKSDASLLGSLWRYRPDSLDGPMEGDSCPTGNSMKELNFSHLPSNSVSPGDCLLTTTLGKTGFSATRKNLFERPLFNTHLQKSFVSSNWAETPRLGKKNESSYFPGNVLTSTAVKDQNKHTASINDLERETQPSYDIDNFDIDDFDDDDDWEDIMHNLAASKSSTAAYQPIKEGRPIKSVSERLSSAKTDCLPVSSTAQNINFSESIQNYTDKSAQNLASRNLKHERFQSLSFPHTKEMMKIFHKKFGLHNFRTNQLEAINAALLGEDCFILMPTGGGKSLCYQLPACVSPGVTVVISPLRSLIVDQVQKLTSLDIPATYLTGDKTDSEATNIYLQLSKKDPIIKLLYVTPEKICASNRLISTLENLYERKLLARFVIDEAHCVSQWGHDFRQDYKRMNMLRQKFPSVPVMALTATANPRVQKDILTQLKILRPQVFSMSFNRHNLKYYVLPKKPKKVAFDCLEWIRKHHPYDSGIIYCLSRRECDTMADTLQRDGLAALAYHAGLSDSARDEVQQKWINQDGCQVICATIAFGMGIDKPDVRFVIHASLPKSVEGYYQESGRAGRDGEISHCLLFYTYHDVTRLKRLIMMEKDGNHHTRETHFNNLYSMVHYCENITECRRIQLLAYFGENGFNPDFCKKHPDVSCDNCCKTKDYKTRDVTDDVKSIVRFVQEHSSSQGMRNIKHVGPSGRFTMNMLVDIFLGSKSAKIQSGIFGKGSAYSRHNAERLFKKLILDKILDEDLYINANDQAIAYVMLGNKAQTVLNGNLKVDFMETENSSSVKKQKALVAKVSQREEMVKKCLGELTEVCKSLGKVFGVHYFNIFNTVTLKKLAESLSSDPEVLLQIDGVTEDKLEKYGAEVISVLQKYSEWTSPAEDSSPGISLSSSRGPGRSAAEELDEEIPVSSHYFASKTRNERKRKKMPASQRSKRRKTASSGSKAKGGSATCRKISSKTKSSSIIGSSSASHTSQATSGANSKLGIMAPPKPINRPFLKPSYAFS
APE1 inh = blocks human APE1 abasic DNA cleavage; P27695; recombinant APE1, TAMRA/BHQ-2 abasic DNA cleavage fluorescence; Potency, µM (doses to about 65.8 µM), inactives show at the highest dose activity change, negative = inhibition, usual class: inhibitors; actives 0.35% (n = 350,000);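 note: plate controls were vehicle for no effect and reference inhibitor for full effect; nearly all actives have a fitted effect of over 55% in size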
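Enzyme (0.75 nM final) and test compound are incubated 15 min at room temperature before adding 50 nM quenched THF abasic-site duplex. Cleavage dequenches TAMRA, followed at 525/598 nm over three reads one minute apart.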
BAZ2B block = inhibitors of human BAZ2B bromodomain | actives 4.4% (n = 360,000) | AlphaScreen BAZ2B-H3K14Ac peptide displacement | Q9UIF8 | AID 504333 | Potency, µM (highest dose often 114 µM), without a hit: at the highest dose activity change, negative = inhibition, hits mostly inhibitors; note: % is set by controls: 0 for no effect and ±100 for the full control effect; nearly all actives have a fitted effect of over 60% in size
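In this displacement format the biotinylated H3(5-23) peptide acetylated at Lys14 serves as ligand at 50 nM, with BAZ2B at 50 nM in PBS pH 7.4 containing 0.01% Tween-20. Donor and acceptor beads are 10 ug/mL final.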
G9a inh = G9a (human) methyltransferase inhibition; Q96KQ7; G9a H3K9 monomethylation, AlphaScreen, 2 h; Potency, µM (titrated, usually from 102 µM), inactives show top-dose activity, negative = inhibition, most hits filed as inhibitors; actives 8.8% (n = 350,000); note: % is set by controls: 0 for no effect and ±100 for the full control effect; nearly all actives have a fitted effect of over 75% in size
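Compounds were preincubated with 20 nM G9a for 15 min, after which biotinylated H3K9 peptide (500 nM) and SAM (20 uM) started a 2 h room-temperature reaction. Monomethylated product was quantified by antibody-based AlphaScreen chemiluminescence.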
POLK inh = blocks human DNA polymerase kappa activity; purified Pol kappa, fluorescent DNA synthesis assay, 10 min; Potency, µM (series often up to 107 µM), without a hit: at the top dose activity, negative = inhibition, hits mostly inhibitors; actives 0.53% (n = 400,000); AID 588579; note: % is set by controls: 0 for no effect and ±100 for the full control effect
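50 nM final substrate added after 15 min RT preincubation of 10 nM Pol kappa with compound; fluorescence read at 0 and 10 min.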
POLB inh = inhibitors of human DNA polymerase beta; P06746; Potency, µM (doses to about 114 µM), without a hit: top-dose activity change, negative = inhibition, hits mostly inhibitors; actives 1.3% (n = 340,000); Pol beta primer extension/strand displacement, fluorescence kinetic; note: % is set by controls: 0 for no effect and ±100 for the full control effect
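10 nM enzyme + cpd, 15 min RT; start with substrate 50 nM final; read 0 min and after 10 min RT. Corrected, normalized data; 4-parameter Hill curve fit.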
POLI inh = inhibitors of human DNA polymerase iota; AID 588590; actives 1% (n = 390,000); Potency, µM (doses to about 115 µM), for the others: top-dose activity, negative = inhibition, hits mostly inhibitors; Q9UNA4; Pol iota fluorescent replication assay, 10 min
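Pol iota at 10 nM preincubated 15 min with compounds at room temperature; reaction started with fluorescent substrate, 50 nM final. Fluorescence read kinetically at 0 and 10 min; buffer-only wells as negative control.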
* = called active by the depositor; ? = inconclusive; . = not tested or not shown; & = joins results of further samples; [ ] = remark or other dose. Calls come from the whole dose curve; as a rule, active = well fitted curve in the direction sought with a large enough effect; inconclusive = small, poorly fitted or top-dose-only effect, or another doubt; inactive = no such curve, though single readings can be large; an effect the other way counts as inactive or inconclusive. Potency is the fitted concentration of half-maximal effect. Some of the compounds tested. The share of hits here may be higher or lower than overall.

Values in the order – Anesthetic bind	POLH inh	BLM helicase inh	APE1 inh	BAZ2B block	G9a inh	POLK inh	POLB inh	POLI inh
- CCc1ccccc1NC(=O)CSc1nc2c(oc3ccccc32)c(=O)n1-c1ccccc1F
→ -3.4%	-7.3%	-4.5%	.	2.6%	2.2%[59 µM]	0.0%	3.2%	22.2%
- CCOC(=O)CNC(=O)CSc1nnc(-c2ccco2)n1Cc1ccco1
→ -9.2%	-12.7%	2.6%	31.6µM*	-3.8%	28.2µM*	-14.2%	-19.5%	2.1%
- Cc1ccc(S(=O)(=O)NCC2(c3ccccc3)CCOCC2)cc1
→ -3.9%	-5.9%	-4.4%	6.9%	12.4%	7.7%	-0.3%	-5.0%	13.0%
- CCCCSC1=C(C#N)C(c2ccccc2C)C(C(=O)OCC)C(=O)N1 (stereo not drawn)
→ -20.4%	-6.3%	-10.3%	-0.6%	-0.3%	-6.7%	-6.8%	12.0%	14.9%
- Cc1cccn2c(=O)nc(SCC(=O)NC3CCCC3)nc12
→ .	-11.6%	.	-2.0%	6.1%	2.0%	20.6%	.	15.6%
- Cc1cc(C)c2c(c1)c(C)cc1nnc(SCC(=O)NCc3ccco3)n12
→ -16.0%	-9.5%	7.1%	?	?	?	-8.0%	?	?
- COc1ccc(-c2cc(C(=O)N3CCCCC3C)no2)cc1OC (stereo not drawn)
→ -9.2%	.	-4.4%	.	-0.7%	6.1%[59 µM]	1.7%	-1.2%	33.5%[activator]
- NC(=O)c1c(NC(=O)c2cccs2)sc2c1CCCCCC2
→ 32.3%[activator]	-21.0%	-9.3%	13.3%	11.5%	25.7%[59 µM]	?	0.3%	?
- Cc1ccc(C)c(NC(=O)N2CC=C(c3c[nH]c4ccccc34)CC2)c1
→ 4.4%	1.6%	-12.2%	.	?	?	-11.0%	-19.0%	-6.1%
- Cc1cc(C(=O)CSc2nnc(-c3ccc4c(c3)OCO4)o2)c(C)n1-c1ccc(F)cc1
→ 0.1%	-14.4%	-9.4%	7.8%	-37.3%	5.8%[59 µM]	-7.7%	8.6%	6.3%
- Cc1ccc(C(C(=O)NC2CCCCC2)N2CCOCC2)cc1 (stereo not drawn)
→ -10.5%	-10.0%	-2.5%	0.3%	5.5%	-33.5%[59 µM]	4.6%	-12.0%	17.2%
- Cc1ccccc1C(=O)NCC(c1ccco1)N1CCc2ccccc21 (stereo not drawn)
→ .	-2.1%	.	33.7%	?	12.0%[2.33 µM]	-1.7%	.	12.2%
- CN(C)c1ccc(-c2nccc(NCc3ccccc3)n2)cc1
→ ?	.	-11.6%	-2.9%	.	.	-19.5%[60.1 µM]	.	.
- O=C1CC(C(=O)NCCc2ccccc2)SC(=Nc2ccccc2)N1 (stereo not drawn)
→ -12.0%	-8.5%	1.4%	0.7%	-2.7%	-5.3%	-5.2%	-19.2%	52.9%[activator]
- COC(=O)CNC(=O)C1Cc2ccccc2CN1S(=O)(=O)c1ccc(F)cc1 (stereo not drawn)
→ -16.2%	-22.6%	-3.4%	18.7%	?	-0.4%	-6.5%	3.8%	2.4%
- COc1ccccc1Nc1nn2c(=O)c3ccc(C(=O)N4CCCC(C)C4)cc3nc2s1 (stereo not drawn)
→ ?	-18.2%&-25.7%	-6.3%&-8.6%	3.5%	-27.5%&-12.1%	-42.7%	-1.0%&2.2%	?	132.0%&-6.8%[activator]
- CCC(CO)Nc1ncnc2c1cnn2-c1ccc(OC)cc1 (stereo not drawn)
→ -0.2%	-3.5%	0.7%	2.0%	-0.6%	0.9%	1.6%	29.0%	15.2%
- CCOc1ccc(S(=O)(=O)N2CCC(N3CCN(Cc4ccc(C)cc4)C(=O)C3=O)CC2)cc1
→ -15.2%	-14.7%	-2.7%	.	1.6%	5.0%[59 µM]	-2.5%	-10.5%	1.1%
- Cc1ccc([C@@H]2CC=C(C(=O)O)[C@H](c3cccc(Cl)c3)N2S(=O)(=O)c2ccccc2C)cc1
→ .	-5.5%	.	-5.3%	.	.	-28.4%	.	?
- COc1ccc(NC(=O)/C(C#N)=C/c2ccc3c(c2)n(C)c(=O)n3C)cc1
→ -2.5%	-8.8%	-2.3%	6.0%	-6.1%	14.5%[59 µM]	-17.2%	6.1%	15.7%
- Cn1c(CNc2cccc(Cl)c2)nnc1SCC#N
→ -4.1%	-0.3%	-4.1%	5.1%	-11.1%	4.8%[59 µM]	-6.0%	-1.0%	59.3%[activator]
- CC(=O)[C@@]1(O)CCC2C3CC[C@H]4C[C@@H](O)CC[C@]4(C)C3CC[C@@]21C (stereo partly drawn)
→ .	-18.0%	.	17.1%	.	.	3.9%	.	2.2%
- N#Cc1cccc(NC(=O)C2CCN(S(=O)(=O)c3ccc4c(c3)CCCN4C(=O)C3CCC3)CC2)c1
→ 3.0%	-20.4%	-6.6%	.	0.3%	-2.9%[59 µM]	-5.0%[60.1 µM]	7.2%	31.5%[activator]
- CCCN1CCc2nc(N3CCN(CC)CC3)ncc2C1
→ 32.0%[activator]	-10.2%	-4.6%	.	-16.6%	?	-8.3%[60.1 µM]	17.0%	27.8%
- O=C(N=C1SC2CS(=O)(=O)CC2N1c1ccccc1)C1CC1 (stereo not drawn)
→ -0.4%	-5.5%	-1.5%	4.0%	-2.7%	.	8.0%	54.2%	-6.8%
- CN(CC(=O)Nc1ccc(C(N)=O)cc1)CC(=O)Nc1ccccc1Br
→ -2.7%	8.2%	-4.1%	-0.8%	-2.6%	.	7.7%	4.0%	6.2%
- Cc1ccc(C(=O)N2CCN(S(=O)(=O)c3ccc(Br)cc3)CC2)o1
→ -15.7%	10.9%	-7.5%	10.3%	-26.1%	-21.4%	-26.5%	3.8%	44.0%
- Cc1cc(-c2nnc(SCC(=O)Nc3cccc(C)c3C)n2N)n[nH]1
→ -1.6%	-3.0%	2.2%	17.0%	-4.4%	2.8%	0.9%	-0.9%	6.8%
- O=[N+]([O-])c1c(NCCCO)cc(N2CCCCCC2)c2nonc12
→ ?	-5.9%	2.2%	67.0%	2.3%	?	1.5%	3.6%	153.1%[activator]
- CC(C)c1cccc(C(C)C)c1NC(=O)CCN1C(=O)NC2(CCCC2)C1=O
→ .	-5.8%	.	19.4%	13.3%	-9.1%[2.33 µM]	-7.9%	.	22.6%
- COc1ccc2oc(=N)c(C(=O)Nc3ccccc3Cl)cc2c1
→ -2.6%	8.0%	-1.6%	47.9%	-13.7%	56.9%[activator]	3.0%	1.8%	-1.2%
- COc1ccc(-n2c(C)cc(=O)[nH]c2=O)cc1
→ -3.8%	-12.3%	-7.6%	25.0%	1.4%	-27.8%	-4.6%	1.4%	160.0%[activator]
- CC(C)(C)c1cnnn1-c1cccc([N+](=O)[O-])c1
→ ?	-20.2%	-1.0%	2.2%	-0.7%	2.6%	2.9%	47.7%	47.4%[activator]
- Cc1ccc(-n2c(Cn3nc(C(F)F)cc3C(F)F)n[nH]c2=S)cc1
→ 36.1%[activator]	-7.5%	0.7%	1.9%	3.0%	1.12µM*	-4.2%	2.2%	18.4%
- CCN1CCN(CC(=O)N/N=C/c2ccc(F)cc2F)CC1
→ 1.3%	-7.9%	3.6%	9.3%	50.1µM*	2.82µM*	-8.0%	20.3%	14.0%
- CC(NC(=O)COC(=O)Cc1ccccc1[N+](=O)[O-])c1ccccc1 (stereo not drawn)
→ -7.6%	-20.8%	-2.8%	1.9%	-29.7%	11.3%[59 µM]	-0.7%	18.0%	32.4%[activator]
- CCS(=O)(=O)N1CCC(NC(=O)C2CCCCC2)CC1
→ -3.9%	-11.9%	-1.8%	2.2%	44.0%[activator]	14.9%	-10.0%	7.1%	2.0%
- COc1ccc(C(=O)NC2CCCCC2)cc1OC1CCN(C(C)C)CC1
→ -3.0%	-18.9%	3.9%	18.7%	-0.6%	59.2%[activator]	-2.6%	40.4%	30.8%[activator]
- O=C(O)CN1C(=O)CC(Cc2ccccc2)C1=O (stereo not drawn)
→ -6.5%	-8.6%	3.4%	0.0%	-21.4%	?	-5.1%	5.6%	5.0%
- COc1ccc(C)cc1NC(=O)CSc1nc(=O)n(Cc2ccncc2)c2c1CCC2
→ -16.4%	-17.1%	4.4%	.	-3.3%	15.0%[59 µM]	-5.6%[60.1 µM]	8.9%	3.4%
- Cc1ccc2[nH]c(=O)c(NC(N)=S)nc2c1
→ -22.2%	-7.7%	-1.4%	-6.7%	1.8%	?	-4.6%	14.6%	24.3%
- COC(=O)c1ccccc1NC(=O)c1ccc(NS(C)(=O)=O)cc1
→ 4.7%	-10.6%	1.3%	-0.1%	10.8%	34.3%[12.7 µM]	-11.7%	2.2%	11.1%
- Cc1cc(Cl)ccc1NC(=S)Nc1cccnc1
→ -11.6%	-1.2%	-3.1%	0.2%	-4.5%	5.9%	-18.1%	14.7%	6.6%
- CC(C)CC[n+]1ccn(-c2nc3ccccc3nc2[N-]S(=O)(=O)c2ccccc2)c1
→ 4.7%	-12.4%	-2.7%	-60.9%	-23.7%	12.0%[12.7 µM]	-10.5%	79.4µM*	21.8%
